# Screens as filed in PubChem.
# p53null 39C kill = qHTS Screen for Compounds that Selectively Target Cancer Cells with p53 Mutations: Cytotoxicity of p53 Null Cells at the Nonpermissive Temperature; AID 904, 2007; H1299 p53-null (neo) cells, 39C, ATPlite viability, 24 h; Potency, µM (series often up to 46.1 µM), inactives show top-dose activity, negative = cell killing, usual class: cytotoxic; 0.97% of 55,000 active;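 further: potency means the concentration at half of the fitted maximal effect; 0% = DMSO only and -100% = full killing by 100 µM tamoxifen; nearly all actives have a fitted effect of over 50% in size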
#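 H1299 lung cancer cells, p53-null (H1299-neo) or expressing p53 A138V (H1299-p53A138V), were plated overnight at 37C, then exposed to compounds at up to 46 uM for 24 hr at 39C. Viability was read by ATP-based luminescence.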
# GALK inhibitor = qHTS Assay for Inhibitors of Human Galactokinase (GALK): NCGC Sytravon Library Screen; P51570; 44,000 tested, under 10 active; recombinant GALK, Kinase-Glo ATP luminescence, 1 h; Potency, µM (highest dose often 57.5 µM), for inactives: at the highest dose activity, negative = inhibition, actives largely listed as inhibitors;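 further: plate controls were full GALK reaction for no effect and reaction lacking GALK for full effect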
# Target sequence (P51570 whole entry, looked up): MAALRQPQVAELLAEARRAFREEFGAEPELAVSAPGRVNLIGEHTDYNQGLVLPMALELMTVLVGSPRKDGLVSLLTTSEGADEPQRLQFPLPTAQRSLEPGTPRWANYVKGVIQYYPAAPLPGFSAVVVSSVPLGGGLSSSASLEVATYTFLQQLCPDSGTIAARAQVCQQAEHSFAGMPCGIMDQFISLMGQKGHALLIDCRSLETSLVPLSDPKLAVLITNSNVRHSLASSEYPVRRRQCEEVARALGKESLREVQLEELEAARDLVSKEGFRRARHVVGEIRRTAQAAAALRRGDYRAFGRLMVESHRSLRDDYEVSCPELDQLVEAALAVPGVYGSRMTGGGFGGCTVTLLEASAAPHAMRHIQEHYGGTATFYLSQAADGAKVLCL
#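 5 nM GALK with 35 µM ATP and 100 µM galactose in HEPES pH 8.0, MgCl2, NaCl, DTT, BSA; 1 h RT reaction, remaining ATP detected by Kinase-Glo Plus luminescence after 10 min; qHTS concentration series.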
# p53null 32C tox = qHTS Screen for Compounds that Selectively Target Cancer Cells with p53 Mutations: Cytotoxicity of p53 Null Cells at the Permissive Temperature; Potency, µM (titrated, usually from 46.1 µM), for inactives: top-dose activity change, negative = cytotoxicity, usual class: cytotoxic; 0.62% of 55,000 active; H1299-neo p53 null cells, ATP luminescence, 24 h, 32C;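 further: potency means the concentration at half of the fitted maximal effect; 0% = DMSO only and -100% = full killing by 100 µM tamoxifen; nearly all actives have a fitted effect of over 55% in size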
#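 H1299-neo (p53-null) cells, 600/well, were pre-incubated overnight at 37C, then exposed to compounds at up to 46 uM for 24 hr at 32C. Viability was measured as ATP content by luminescence, and AC50 values came from Hill fits.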
# PTAP-TSG101 blk = qHTS Validation Assay for Inhibitors of HIV-1 Budding by Blocking the Interaction of PTAP/TSG101: Sytravon Library Screen | Potency, µM (series often up to 115 µM), for the others: at the top dose activity change, negative = inhibition, actives largely listed as inhibitors | 44,000 tested, under 10 active | Fluorescence polarization, FITC-PTAP peptide/Tsg101, 20 min | Tumor susceptibility gene 101 protein (Homo sapiens), Q99816; further: potency means the concentration at half of the fitted maximal effect; 0% is about no effect
#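 The Tsg101 binding domain, at 10 uM final, is mixed with compound and a FITC peptide bearing the PTAP motif (50 nM final). After 20 min at r.t., polarization is measured; actives defined by CRC class, efficacy cut-off 60% inhibition.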
# B2AR arrestin ag = qHTS assay of beta-arrestin-biased ligands of beta2-adrenergic receptor: NCGC Sytravon Library Screen | 44,000 tested, under 10 active | Beta-2 adrenergic receptor (Homo sapiens), P07550 | Potency, µM (series often up to 46.1 µM), without a hit: top-dose activation, most hits filed as activators | AID 1347077, 2019 | HTLA Tango cells, beta-arrestin recruitment, luciferase luminescence, 18 h;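 further: potency means the concentration at half of the fitted maximal effect; 0% = DMSO and full agonism = EC100 isoproterenol or metaproterenol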
#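 Receptor–beta-arrestin recruitment read by tTA-responsive luciferase: compound titrations (up to 46 µM) incubated 18 h with Tango cells, then luminescent substrate 15 min at room temperature. Concentration-response fits classified by r2, efficacy and activity.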
# NTMT1 inh = Primary qHTS for Inhibitors of N-terminal methyltransferase 1 (NTMT1): MTaseGlo Assay | NTMT1 MTase-Glo SAH luminescence, purified enzyme | AID 1645870, 2021 | Potency, µM (series often up to 114 µM), for the others: at the highest dose activity change, negative = inhibition, actives largely listed as inhibitors | N-terminal Xaa-Pro-Lys N-methyltransferase 1 (Homo sapiens), Q9BV86 | 2.5% of 59,000 active;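 further: potency means the concentration at half of the fitted maximal effect; plate controls were DMSO vehicle for no effect and no enzyme for full effect; nearly all actives have a fitted effect of over 65% in size; many of its hits are not listed in these tables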
# FH mod = Identification of activators of human fumarate hydratase by quantitative high-throughput screening; FH coupled MDH/diaphorase resazurin fluorescence, 15 min; Potency, µM (top dose mostly 79.9 µM), without a hit: at the top dose activity change, negative = inhibition, most hits filed as inhibitors; Fumarate hydratase, mitochondrial (Homo sapiens), P07954; 0.22% of 54,000 active; AID 1347055, 2019; further: potency means the concentration at half of the fitted maximal effect; on the % scale 0 is the no-effect control and ±100 the full control effect; the screen sought activators but most active calls are inhibition curves; nearly all actives have a fitted effect of over 45% in size
# Target sequence (P07954 whole entry, looked up): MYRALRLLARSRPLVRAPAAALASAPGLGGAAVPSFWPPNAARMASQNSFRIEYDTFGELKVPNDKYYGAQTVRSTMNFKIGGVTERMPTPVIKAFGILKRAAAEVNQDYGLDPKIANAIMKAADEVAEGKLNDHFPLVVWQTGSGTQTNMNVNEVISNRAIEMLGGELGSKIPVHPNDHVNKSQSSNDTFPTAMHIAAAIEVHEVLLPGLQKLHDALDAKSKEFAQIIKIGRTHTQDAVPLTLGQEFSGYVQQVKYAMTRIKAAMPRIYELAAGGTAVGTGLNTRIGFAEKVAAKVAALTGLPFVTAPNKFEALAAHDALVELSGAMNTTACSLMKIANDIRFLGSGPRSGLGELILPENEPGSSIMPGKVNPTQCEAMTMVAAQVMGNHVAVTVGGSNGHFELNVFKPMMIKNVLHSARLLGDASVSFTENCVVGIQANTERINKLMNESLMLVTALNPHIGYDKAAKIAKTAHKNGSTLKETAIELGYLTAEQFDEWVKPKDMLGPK
# * = called active by the depositor; u = inconclusive; x = not tested or not shown; [ ] = dose if it differs, or a comment. The call rests on the fitted dose curve; in most records, active means well fitted curve in the direction sought with a large enough effect; inconclusive means small, poorly fitted or top-dose-only effect, or another doubt; inactive means no such curve, though single readings can be large; an effect the other way counts as inactive or inconclusive. This is a subset (hit frequency here may not be typical).
# Every second line gives: p53null 39C kill | GALK inhibitor | p53null 32C tox | PTAP-TSG101 blk | B2AR arrestin ag | NTMT1 inh | FH mod
> Cc1c(C(=O)Nc2ccc(C(C)C)cc2)sc2nc3n(c(=O)c12)CCC3
→ -6% | 2% | -1% | 2% | 0% | -3% | -20%
> COc1ccc2c(c1)c1c(c(=O)n(Cc3ccccc3)c(=O)n1CC(=O)Nc1ccccc1F)n2C
→ 11% | 1% | 12% | 0% | 0% | 7% | 4%
> O=C(COc1ccc2ccccc2c1)NC1CC(=O)N(c2ccccc2)C1 (configuration not stated)
→ 31%[activator] | 3% | -3% | 1% | -4% | -9% | 7%
> NC(=O)C1CCN(C(=O)c2ccc(NC(=O)c3nsc4ccccc34)cc2)CC1
→ 2.8µM* | 0% | 2.5µM* | -10% | 1% | u | 0%
> CCOc1ccc(Cl)cc1C1CC(=O)Nc2cc(OC)c(OC)c(OC)c21 (configuration not stated)
→ 1% | 3% | -5% | -6% | 1% | -2% | 1%
> Cc1ccc(CNC(=O)CCCn2c(=O)c3ccccc3n(Cc3ccccc3Cl)c2=O)cc1
→ -12% | 2% | -3% | -6% | 1% | 0% | -2%
> COCCCNC(=O)c1ccc(Cn2c(SCc3ccc(F)cc3)nc3cccnc32)cc1
→ 13µM* | 6% | 10µM* | -1% | u | -19% | -1%
> CCN(C(=O)CCc1nc(-c2ccc(C)cc2)no1)c1cc(C)ccc1C
→ u | -1% | 10% | 0% | -1% | 8% | -11%
> Cc1ccc(N2CCN(S(=O)(=O)c3cccc4ccccc34)CC2)cc1Cl
→ -8% | 8% | -8%[9.22 µM] | 1% | 0% | -19% | -20%
> COc1ccc(S(=O)(=O)N(CC(=O)NCCSc2ccc(C)cc2)c2ccc(C)cc2)cc1
→ 17% | 3% | -2% | 1% | 1% | 5% | -31%
> COc1ccccc1NC(=O)CSc1nc(-c2ccc(C)cc2)nc2c1Cc1c(CO)cnc(C)c1O2
→ -9% | 3% | 0% | 3% | 2% | -1% | -3%
> O=C(Cn1cc(C(=O)c2cccs2)c2ccccc21)Nc1ccc(Br)cc1
→ u | 4% | -2% | -4% | -1% | u | -11%
> Cc1cccc(C)c1OCc1nc2c3cnn(-c4ccccc4Br)c3ncn2n1
→ 9% | 0% | 13% | -5% | 1% | 13% | 3%
> Cc1ccc2c(=O)cc(C(=O)Nc3ccc(S(=O)(=O)N4CCCCCC4)cc3)oc2c1
→ -4% | -12% | -8% | 3% | 0% | 22% | -2%
> CCCCCn1c(=O)[nH]c2cc(C(=O)Nc3ccc(F)cc3)ccc2c1=O
→ 30% | 6% | 1% | -2% | 0% | -14% | -27%
> CCOc1ccccc1CNC(=O)Cn1c(-c2ccccc2)cc(C(C)=O)c1C
→ -12% | -9% | -13% | 0% | 0% | x | x
> CC1CCCCN1CCCNC(=O)Cn1ncc2c3ccccc3n(Cc3ccccc3)c2c1=O (configuration not stated)
→ -15% | -2% | 0% | 0% | -3% | u | -9%
> Fc1ccc(-n2ncc3c(NC4CCCCCC4)ncnc32)cc1
→ 5% | -1% | u | -8% | 0% | -14% | -35%
> CCCOc1ccc(C2C(=O)N(C3CCCCCC3)CC(=O)N2CCC2=CCCCC2)cc1OC (configuration not stated)
→ 19% | 0% | 1% | -1% | -1% | x | x
> COc1ccc2c(c1)c1c(c(=O)n(CCc3ccccc3)c(=O)n1Cc1cccc(C)c1)n2C
→ -4% | 2% | -6% | 1% | -1% | 11% | 2%
> CCCc1nc2sc3c(N4CCC(C)CC4)ncnc3c2c2c1CCCC2
→ -5% | 0% | -3% | 0% | 0% | -3% | -14%
> COc1ccc(S(=O)(=O)N2CCC(C(=O)Nc3ccccc3)CC2)cc1OC
→ 2% | 1% | -1% | -1% | 1% | 5% | 5%
> O=C(NCCc1ccccc1Cl)c1ccc2c(c1)nc1n2CCCCC1
→ 2.5µM* | -1% | 3.2µM* | 2% | 0% | -7% | -5%
> COc1ccc(OC)c(C2CC(=O)Oc3c2c(=O)n(C)c2ccccc32)c1 (configuration not stated)
→ -10% | -1% | -11% | -1% | -2% | u | -10%
> NC(=O)c1cc(S(=O)(=O)NCC2CCC(C(=O)Nc3ccc(Cl)cc3)CC2)cs1 (configuration not stated)
→ -10% | -9% | -6% | -1% | -1% | -8% | 1%
> Cc1cc(C)cc(NC(=O)c2cccc(C(=O)Nc3cc(C)cc(C)c3)c2)c1
→ -18% | -5% | 0% | -5% | 0% | x | x
> CCOc1ccc(CNC(=O)c2ccc3c(c2)nc2n3CCCCC2)cc1
→ u | 0% | u | 0% | 1% | 0% | 0%
> CCOC(=O)c1cnc2c(Cl)c(Cl)ccc2c1Nc1ccc(N(C)C)cc1
→ 12% | 3% | 7% | 0% | 1% | u | -9%
> Cc1ccc(Cl)cc1N1CCN(C(=O)Cn2nc(C)n3c(cc4sccc43)c2=O)CC1
→ -7% | 0% | 3% | -1% | 0% | 12% | -13%
> CCOC(=O)c1ccccc1NC(=O)Cn1c(=O)n(CCC(=O)NCc2ccccc2OC)c(=O)c2ccccc21
→ -11% | 6% | 4% | 0% | 1% | u | 2%
> CC(=O)NCCNC(=O)CCCc1nnc2n(C)c(=O)c3sccc3n12
→ 17% | 0% | -2% | -4% | 0% | 7% | 4%
> NS(=O)(=O)c1ccc(CCNc2nccn(-c3cccc(C(F)(F)F)c3)c2=O)cc1
→ 3% | -3% | -4% | -17% | 0% | 7% | 14%
> Cc1ccc(C(=O)Nc2nc3ccc(S(=O)(=O)N4CCCC4)cc3s2)cc1
→ -2% | 0% | -9% | -7% | 1% | 4% | -17%
> CCc1ccc(S(=O)(=O)Nc2ccc3c(c2)n(C)c(=O)c(=O)n3C)cc1
→ -6% | 4% | -18% | -4% | 1% | 0% | -7%
> CCOc1ccc(NC(=O)Cn2c(=O)oc3cc(S(=O)(=O)N4CCC(C)CC4)ccc32)cc1
→ -3% | -9% | 3% | 2% | 0% | 4% | -11%
> O=c1oc2ccccc2c(N2CCN(c3ccc(F)cc3)CC2)c1CN1CCCC1
→ -1% | -9% | -10% | -4% | 0% | 0% | -6%
> Cc1ccc2c(c1)N(C(=O)Nc1cccc3c1CCCC3)CCO2
→ u | 0% | 6% | 2% | 1% | 6% | -20%
> COc1ccccc1CNC(=O)CN1C(=O)CSc2ccc(S(=O)(=O)N3CCCCC3)cc21
→ 13% | 0% | -10% | 2% | 3% | 22% | -8%
> CCOC(=O)c1ccc(NC(=O)C2(S(=O)(=O)c3ccc(Cl)cc3)CC2)cc1
→ 1% | 2% | 1% | -5% | -2% | u | u
> COc1ccc(CNC(=O)c2cc(-c3ccc(C)cc3)nc3n[nH]c(-c4ccc(Br)cc4)c23)cc1
→ 3% | -1% | -6% | 0% | -2% | 3% | 6%

# As a working copy, part of the list above.
# Every second line gives: p53null 39C kill | GALK inhibitor | p53null 32C tox | PTAP-TSG101 blk | B2AR arrestin ag | NTMT1 inh | FH mod
> CCCc1nc2sc3c(N4CCC(C)CC4)ncnc3c2c2c1CCCC2
→ -5% | 0% | -3% | 0% | 0% | -3% | -14%
> COc1ccc(S(=O)(=O)N2CCC(C(=O)Nc3ccccc3)CC2)cc1OC
→ 2% | 1% | -1% | -1% | 1% | 5% | 5%
> O=C(NCCc1ccccc1Cl)c1ccc2c(c1)nc1n2CCCCC1
→ 2.5µM* | -1% | 3.2µM* | 2% | 0% | -7% | -5%
> COc1ccc(OC)c(C2CC(=O)Oc3c2c(=O)n(C)c2ccccc32)c1 (configuration not stated)
→ -10% | -1% | -11% | -1% | -2% | u | -10%
> NC(=O)c1cc(S(=O)(=O)NCC2CCC(C(=O)Nc3ccc(Cl)cc3)CC2)cs1 (configuration not stated)
→ -10% | -9% | -6% | -1% | -1% | -8% | 1%
> Cc1cc(C)cc(NC(=O)c2cccc(C(=O)Nc3cc(C)cc(C)c3)c2)c1
→ -18% | -5% | 0% | -5% | 0% | x | x
> CCOc1ccc(CNC(=O)c2ccc3c(c2)nc2n3CCCCC2)cc1
→ u | 0% | u | 0% | 1% | 0% | 0%
> CCOC(=O)c1cnc2c(Cl)c(Cl)ccc2c1Nc1ccc(N(C)C)cc1
→ 12% | 3% | 7% | 0% | 1% | u | -9%

# (list continues)
# Every second line gives: p53null 39C kill | GALK inhibitor | p53null 32C tox | PTAP-TSG101 blk | B2AR arrestin ag | NTMT1 inh | FH mod
> COc1ccc(C(C(=O)Nc2ccc(C(C)C)cc2)N(C)C(=O)Cc2cccs2)cc1 (configuration not stated)
→ 22% | 7% | 18% | -4% | 0% | -5% | u
> O=C(Nc1ccc(-c2nc3cc(NC(=O)c4ccc(F)cc4)ccc3o2)cc1)c1ccc(F)cc1
→ -2% | 2% | -16% | 2% | 0% | 11% | 2%
> CC(=O)Nc1nnc2n1CCS2
→ 15% | 1% | -7% | 3% | 1% | 14% | 0%
> CCCc1ccc(OCC(=O)Nc2sc(C(=O)OCC)c(C)c2C(=O)OCC)cc1
→ -12% | 1% | -1% | 2% | -2% | 3% | -11%
> O=c1c(=O)n(Cc2c(F)cccc2Cl)ccn1Cc1ccccc1
→ 23% | 0% | 7% | -1% | 6% | 9% | -3%
> Cc1ccc2nc(/C(C#N)=C/c3ccc(-c4ccc(C(=O)OC(C)C)cc4)o3)[nH]c2c1
→ -16% | -1% | -23% | 39%[activator] | 1% | 27% | 2%
> CCOc1ccccc1NC(=O)CCc1c(C)nc2cc(-c3ccccc3)nn2c1C
→ -3% | 0% | -3% | -4% | -2% | 4% | -26%
> CCOC(=O)Cn1c(=O)n(C2CCCCC2)c2nc(-c3cccc(F)c3)nc(C(N)=O)c21
→ -10% | -1% | -6% | 5% | -1% | 13% | 2%
> CCOC(=O)c1ccc(NC(=O)c2sc3nc4n(c(=O)c3c2C)CCC4)cc1
→ -9% | 1% | -3% | -6% | -1% | 3% | u
> Cc1cccc(CN2CCc3nc(N4CCN(c5ccccn5)CC4)ncc3C2)c1
→ 3% | -3% | 6% | 1% | 0% | 7% | 1%
> CCn1cc2nc(SCc3cccc(F)c3)n(CCc3ccccc3)c(=O)c2n1
→ 39%[activator] | -3% | 43%[activator] | -5% | 0% | 1% | u
> O=C(NCCc1ccccc1)c1cc(S(=O)(=O)N2CCCCC2)c[nH]1
→ -16% | u | 3% | -8% | 0% | 4% | 5%
